LMNA splice mod – changes lamin A minigene splicing in HeLa cells | HeLa LMNA splicing GFP/RFP minigene ratio, 48 h | Potency, µM (doses to about 46.1 µM), inactives show top-dose ratio change, negative = inhibition, usual class: inhibitors | actives 0.01% (n = 200,000); active = well fitted inhibition curve with a large enough effect in the signal ratio, with a control signal flat, not every such curve was filed as active; inconclusive = small, poorly fitted or top-dose-only effect, or effect the other way, or a change in a side signal; the % refers to the signal ratio
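S3 HeLa stable clones carrying a lamin A-EGFP splicing minigene plus DsRed2 were seeded at 600 cells/well in Opti-MEM with 2% FBS, pin-dosed and incubated 48 h at 37°C. Acumen cytometry (488 nm) gave the GFP/RFP total-intensity ratio.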
Tau ThT inhib – blocks human tau fibril formation measured by thioflavin T; P10636; recombinant tau K18 P301L (four-repeat tau fragment), heparin-induced fibrillization, ThT fluorescence; Potency, µM (top dose mostly 57.4 µM), without a hit: top-dose activity, negative = inhibition, usual class: inhibitors; actives 2.1% (n = 270,000); AID 1460; active = well fitted inhibition curve with a large enough effect; inconclusive = small, poorly fitted or top-dose-only effect; note: nearly all actives have a fitted effect of over 55% in size
Target sequence (P10636 561-689 P618L limits assumed): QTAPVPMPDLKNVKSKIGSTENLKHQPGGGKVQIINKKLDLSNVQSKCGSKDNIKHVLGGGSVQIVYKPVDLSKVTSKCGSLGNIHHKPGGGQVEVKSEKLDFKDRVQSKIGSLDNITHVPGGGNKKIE
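Tau K18 P301L fragment (15 uM unlabeled plus 0.24 uM Alexa 594-labeled) in 100 mM sodium acetate pH 7 with compound, fibrillization induced by 20 uM heparin for 6 hr at 37 C. Thioflavin T (30 uM) added, fluorescence read after 1 hr (ex 450, em 510 nm).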
* marks the source's active call; other numbers are inactive results; u = inconclusive; [ ] = dose if it differs, or a comment. % is set by controls: 0 for no effect and ±100 for the full control effect; potency is the fitted concentration of half-maximal effect. This is a subset; rates above refer to the full screens.

SMILES | LMNA splice mod | Tau ThT inhib
COc1ccc(N2CCN(C(=O)c3noc4c3CCCCC4)CC2)cc1 | u | -10%
O=C(CCC1N=C2c3ccccc3N=C(SCc3ccccc3Cl)N2C1=O)NCc1cccs1 (stereo not drawn) | 9%[46 µM] | -4%
CC(CNC(=O)C1CCN(Cc2cc3ccccc3n2Cc2ccccc2)CC1)c1ccccc1 (stereo not drawn) | u | -2%
COc1ccc(Br)cc1CNC(=O)c1ccc2c(c1)nc1n2CCC(C)C1 (stereo not drawn) | -13%[46 µM] | u
COc1cc(NC(=O)c2cc3ccc4cccnc4c3[nH]2)cc(OC)c1OC | 11%[46 µM] | u
COc1ccccc1CNC(=O)c1ccc2c(c1)nc(C)n2-c1ccccc1OC | 1%[46 µM] | -10%
CSc1nc(Nc2cccc(C)c2)c(C#N)c(-c2ccccc2)n1 | u | 1%
CC(=O)N1CCCc2cc(S(=O)(=O)N3CCCC(C(=O)N4CCN(c5cccc(Cl)c5)CC4)C3)ccc21 (stereo not drawn) | -3%[46 µM] | u
N#Cc1ccc(OC(=O)c2cc(-c3ccc(Cl)cc3)on2)cc1 | 16%[46 µM] | 2%
Cc1cc(C)c2sc(NC(=O)c3ccc(S(=O)(=O)N4CCCC4)cc3)nc2c1 | 25%[46 µM] | 6%
CN1CC(=O)N(CC(=O)Nc2ccc(Cl)c(C(F)(F)F)c2)c2ccccc2C1=O | -19%[46 µM] | -1%
CCc1cccc(C)c1NC(=O)CCn1c(=O)c2cccn2c2ccccc21 | 0%[46 µM] | -7%
COc1ccc(S(=O)(=O)N2CCC(N3CCN(Cc4ccc(F)cc4)C(=O)C3=O)CC2)cc1 | 0%[46 µM] | -1%
COc1ccc(CNC(=O)c2cnc(N3CCCC3)nc2C)cc1 | 13%[46 µM] | -9%
CCOC(=O)C1CCN(C(=O)c2ccc3c(c2)sc2nc(-c4ccc(C)cc4)cn23)CC1 | 2%[46 µM] | -1%
Cc1cccc(C(=O)N2CCc3cc(CNC(=O)c4ccnn4C)ccc32)c1 | -11%[46 µM] | -2%
COc1ccccc1C(=O)Nc1nnc(SCc2cc(=O)c3ccccc3[nH]2)s1 | u | -2%
CC(Oc1ccccc1)C(=O)Nc1ccccc1C(=O)OCc1cc(=O)n2nc(C(C)C)sc2n1 (stereo not drawn) | -12%[46 µM] | 0%
Cc1oc(-c2ccccc2)nc1CNC(=O)NC1CCCCC1 | 8%[46 µM] | 4%
CCCCC(=O)OCc1cc(=O)n2nc(C3CCCCC3)sc2n1 | -9%[46 µM] | -12%
CC(=O)N1CCc2cc(CNC(=O)Nc3ccccc3C(F)(F)F)ccc21 | 7%[46 µM] | 4%
COc1ccc(N2CC(NC(=O)COc3ccc(F)cc3)CC2=O)cc1OC (stereo not drawn) | 8%[46 µM] | -5%
O=C(CCC1N=C2c3ccccc3N=C(SCc3ccc(F)cc3)N2C1=O)NCc1ccc(F)cc1 (stereo not drawn) | -16%[46 µM] | 0%
CCOC(=O)C1CCCN(C(=O)c2nn(-c3ccc(C)cc3)c(=O)n(C)c2=O)C1 (stereo not drawn) | 10%[46 µM] | 5%
Cc1cccc(CCNC(=O)c2nc(-c3ccc(Cl)cc3)n3c2CCCCC3)c1 | u | -11%
COCCn1c(SCC(=O)Nc2cc(Cl)ccc2OC)nc2c([nH]c3ccccc32)c1=O | u | 2%
COc1ccc(-c2noc(CCCC(=O)Nc3cccc(Cl)c3C)n2)cc1 | u | -15%
Cc1oc2ncnc(N3CCCCC3)c2c1C(=O)NCC1CCN(Cc2cccc(F)c2)CC1 | 21%[46 µM] | 4%
O=C(Nc1ccccc1F)C(c1ccccc1)N1Cc2ccccc2C1=O (stereo not drawn) | 19%[46 µM] | -4%
CCOCCc1nn2c(=O)cc(COC(=O)c3cccs3)nc2s1 | -17%[46 µM] | -16%
Cc1ccc2cc3cc(C(=O)N4CCN(c5ccccc5)CC4)oc3nc2c1 | 9%[46 µM] | u
CCOC(=O)c1c(S(=O)(=O)NCC(=O)NCc2ccc(C)cc2)c(C)n(C)c1C | 12%[46 µM] | 0%
Cc1cccc(NC(=O)N2CCC(CN3CCC(C)CC3)CC2)c1C | -6%[46 µM] | 10%
COc1ccc(-n2c(SCC(=O)Nc3ccc(Cl)c(C)c3)nc3n[nH]c(C)c3c2=N)cc1 | u | -7%
Cc1ccc(C(=O)CSc2nnc3ccc4ccccc4n23)cc1 | 6%[46 µM] | -13%
Cc1cccc(-c2nc(SCC(=O)NCC3CCCO3)c3c(=O)n(C)c(=O)n(C)c3n2)c1 (stereo not drawn) | u | -3%

Part of the list above in order of length of the SMILES, rising:
SMILES | LMNA splice mod | Tau ThT inhib
COc1ccc(CNC(=O)c2cnc(N3CCCC3)nc2C)cc1 | 13%[46 µM] | -9%
CCCCC(=O)OCc1cc(=O)n2nc(C3CCCCC3)sc2n1 | -9%[46 µM] | -12%
Cc1cccc(NC(=O)N2CCC(CN3CCC(C)CC3)CC2)c1C | -6%[46 µM] | 10%
N#Cc1ccc(OC(=O)c2cc(-c3ccc(Cl)cc3)on2)cc1 | 16%[46 µM] | 2%
Cc1ccc2cc3cc(C(=O)N4CCN(c5ccccc5)CC4)oc3nc2c1 | 9%[46 µM] | u
Cc1cccc(C(=O)N2CCc3cc(CNC(=O)c4ccnn4C)ccc32)c1 | -11%[46 µM] | -2%
Cc1cccc(CCNC(=O)c2nc(-c3ccc(Cl)cc3)n3c2CCCCC3)c1 | u | -11%
CC(CNC(=O)C1CCN(Cc2cc3ccccc3n2Cc2ccccc2)CC1)c1ccccc1 (stereo not drawn) | u | -2%
COCCn1c(SCC(=O)Nc2cc(Cl)ccc2OC)nc2c([nH]c3ccccc32)c1=O | u | 2%
O=C(CCC1N=C2c3ccccc3N=C(SCc3ccc(F)cc3)N2C1=O)NCc1ccc(F)cc1 (stereo not drawn) | -16%[46 µM] | 0%
COc1ccc(-n2c(SCC(=O)Nc3ccc(Cl)c(C)c3)nc3n[nH]c(C)c3c2=N)cc1 | u | -7%
CC(=O)N1CCCc2cc(S(=O)(=O)N3CCCC(C(=O)N4CCN(c5cccc(Cl)c5)CC4)C3)ccc21 (stereo not drawn) | -3%[46 µM] | u

More structures follow.
SMILES | LMNA splice mod | Tau ThT inhib
CCCOc1ccc(-c2cccc(NS(=O)(=O)c3cc(OC)ccc3OC)c2)nn1 | 11%[46 µM] | -5%
Cc1cccc(N2CCN(C(=O)c3cnn(-c4ccccc4Cl)c3C3CCN(C(=O)OC(C)(C)C)CC3)CC2C)c1 (stereo not drawn) | -3%[46 µM] | u
Cc1cccc(-c2nc(C)c(CCNC(=O)C(=O)Nc3ccccc3C#N)s2)c1 | u | -20%
CC(C)NC(=O)c1ccc(-n2c(-c3ccccc3)cc3c2CCCC3)cc1 | u | 0%
Cc1cccc(NS(=O)(=O)c2ccc3c(c2)OCC(C(=O)N2CCCC2)O3)c1C (stereo not drawn) | u | 1%
COc1ccc(C(=O)NCc2nnnn2-c2ccc(C)c(C)c2)cc1 | -6%[46 µM] | -4%
Cc1cccc(C2C=C(c3ccc(C)c(C)c3)Nc3nnnn32)c1 (stereo not drawn) | -8%[46 µM] | -8%
CCOCCCNC(=O)CN1C(=O)c2cccnc2Sc2ccccc21 | -16%[46 µM] | 6%
CCc1ccc(-n2nc(C)c3c(C)cc(=O)n(CC(=O)NCc4ccc(C)cc4)c32)cc1 | 0%[46 µM] | 1%
Cc1ccc(C)c(N2CCN(S(=O)(=O)c3ccc(-c4cnc(C5CC5)o4)cc3)CC2)c1 | u | -11%
COc1ccccc1C(=O)NCC(c1ccc(N(C)C)cc1)N1CCc2ccccc21 (stereo not drawn) | u | u
Cc1nc(-c2ccc(C)c(S(=O)(=O)N3CCC(C(=O)NCc4ccc(F)cc4)CC3)c2)no1 | u | 2%
Cc1ccc(-c2nc(SCC(=O)NCC3CCCO3)c3c(=O)n(C)c(=O)n(C)c3n2)cc1 (stereo not drawn) | -6%[46 µM] | -2%
COc1ccc(-c2nc3scc(CCNS(=O)(=O)c4ccc(Oc5ccccc5)cc4)n3n2)cc1 | u | 0%
COC(=O)c1cccc(NC2=NS(=O)(=O)c3ccccc32)c1 | u | -10%
COc1cccc(-n2cc(C(=O)NCc3cccc(Cl)c3)c3ccccc3c2=O)c1 | 10%[46 µM] | -11%
COc1ccc(NS(=O)(=O)c2cnc(N)nc2)cc1Cl | -8%[46 µM] | -6%
CCCOc1ccc(CNC(=O)c2ccc(-n3c(C)cc4c3CCC(C)C4)cc2)cc1 (stereo not drawn) | -10%[46 µM] | u
COc1ccc(-n2c(SCc3ccccc3F)nc3c([nH]c4ccccc43)c2=O)cc1OC | u | -3%
COc1cc(C(=O)NCC(c2cccnc2)N2CCc3ccccc3C2)cc(OC)c1OC (stereo not drawn) | u | 5%
COc1cccc(NC(=O)C(=O)NCCc2sc(-c3cccc(C)c3)nc2C)c1 | -1%[46 µM] | u
O=C(CCn1cnc2ccccc2c1=O)NCc1ccccc1 | 14%[46 µM] | -1%
CCNC(=O)c1c2c(nc3ccccc13)C(=O)N(C1CCCCC1)C2 | 3%[46 µM] | -3%
Cc1ccc(NC(=O)C(=O)NCC(c2ccc3c(c2)OCO3)N2CCN(C)CC2)c(C)c1 (stereo not drawn) | 10%[46 µM] | 0%
CCCCN(CCCC)CCNC(=O)c1cc(-c2cccnc2)nc2ccc(S(=O)(=O)N3CCC(C)CC3)cc12 | 0%[46 µM] | 4%
CCOc1ccccc1NC(=O)C1CCCN(S(=O)(=O)c2ccc3c(c2)CCCN3C(C)=O)C1 (stereo not drawn) | u | -6%
O=C(Cc1cccs1)NC1CC(=O)N(c2ccccc2)C1 (stereo not drawn) | u | -2%
CC(C)c1ccc(OC(=O)c2cc(-c3ccc4c(c3)OCCO4)on2)cc1 | u | u
CCOc1ccccc1NC(=O)CN1Cc2ccccc2C1=O | -1%[46 µM] | 2%
CN(CC(=O)Nc1ccccc1Cl)S(=O)(=O)c1ccc(C(=O)N2CCOCC2)s1 | 17%[46 µM] | 7%
O=C(CCCc1nc(-c2ccco2)no1)Nc1ccccc1[N+](=O)[O-] | 15%[46 µM] | -14%
CC(=O)c1ccc(N2CCN(C(=O)C3CCN(S(=O)(=O)c4c(C)noc4/C=C/c4ccccc4F)CC3)CC2)cc1 | -9%[46 µM] | -6%
CC(=O)N1CCCc2cc(S(=O)(=O)N3CCN(c4ccc(F)cc4)CC3)ccc21 | -12%[46 µM] | 7%
CCOc1ccc(NC(=O)C2CCN(c3nc4ccccc4[nH]3)CC2)cc1 | u | u
O=C(Nc1ccc(F)cc1)N1CCN(C(=O)c2nsc3ccccc23)CC1 | u | 0%
COc1ccc(Cl)cc1NC(=O)c1nn(-c2ccc(C)cc2)c(=O)n(C)c1=O | u | 7%
CCOc1ccc(C(=O)Cn2c(=O)n3nc(CCn4nc(C)cc4C)nc3c3cc(OC)c(OC)cc32)cc1 | u | -1%
CC(C)CCN1C(=O)N(c2ccccc2)C(=O)C1CC(=O)Nc1ccc(Cl)cc1 (stereo not drawn) | 0%[46 µM] | 0%
CCOC(=O)c1c(S(=O)(=O)N2CCC(C(=O)N3CCN(c4cccc(C)c4C)CC3)CC2)c(C)n(C)c1C | 2%[46 µM] | -6%
CCn1c(=O)n(CC2CCC(C(=O)NC(C)C)CC2)c(=O)c2sccc21 (stereo not drawn) | u | -7%
CC(=O)c1ccc(NC(=O)CN2C(=O)CCc3ccccc32)cc1 | 3%[46 µM] | u
Cc1c(C(=O)N2CCC(c3nc4ccccc4s3)CC2)oc2cc(Br)ccc12 | -1%[46 µM] | u
CCOc1ccccc1NS(=O)(=O)c1c(C(=O)OC)sc2cccc(F)c12 | u | -1%
Cc1cc(=O)[nH]c2nnc(SCC(=O)Nc3ccc(F)cc3F)n12 | -7%[46 µM] | 1%
C=Cc1ccc(CN2C(=O)N(c3ccc(CC)cc3)S(=O)(=O)c3ccccc32)cc1 | -13%[46 µM] | 13%
CCCCOc1ccc(CNC(=O)CCCN2C(=O)CSc3c2c(C)nn3-c2ccccc2)cc1 | u | u
CC(C)OCCCn1c(SCC(N)=O)nc2c(sc3ccccc32)c1=O | -7%[46 µM] | -6%
Cc1ccc(C)c(NS(=O)(=O)c2ccc3c(c2)CCCN3C(=O)C2CCC2)c1 | -15%[46 µM] | -2%
N#Cc1ccc(NC(=O)COCc2cc(-c3ccco3)on2)cc1 | 3%[46 µM] | -16%
OCc1cnc(SCc2ccc(F)cc2)n1Cc1ccc(F)cc1 | 5%[46 µM] | 5%
Cc1ccc(C)c(NC(=O)N2CCC(N3CCN(Cc4ccc(F)cc4)C(=O)C3=O)CC2)c1 | -2%[46 µM] | 7%
Cc1c(C(=O)Nc2cccc(C(F)(F)F)c2)oc2ccc(S(=O)(=O)N(C)C3CCCCC3)cc12 | -19%[46 µM] | 8%
CCn1c(CN2CCCCC2)nc2cc(NC(=O)COc3cc(C)ccc3C(C)C)ccc21 | u | -13%
COc1ccc(NC(=O)CSc2c(C(C)C)cnc3c2c(=O)n(C)c(=O)n3C)c(OC)c1 | -7%[46 µM] | -1%
COc1ccc(OC)c(NC(=O)CSC2=Nc3ccccc3C3=NC(CC(=O)NCc4ccc5c(c4)OCO5)C(=O)N23)c1 (stereo not drawn) | -16%[46 µM] | u

Compound activity: PubChem, National Center for Advancing Translational Sciences (NCATS)
